From PubChem
ANO1 block = TMEM16A chloride channel inhibitors, primary screen, cell-based, HTS; Anoctamin-1 (Mus musculus), Q8BHY3; HEK293 TMEM16A/YFP iodide influx fluorescence, ionomycin; normalized B-score (activity score, 25-100; higher = stronger inhibition) at 10 µM; actives 1.2% (n = 310,000);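 active means ratio plate-corrected score three or more library SD toward inhibition, starting fluorescence score within five deviations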;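 further: score derived from kinetic fluorescence span divided by baseline fluorescence per well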
TRPC4 act = activators of mouse TRPC4 channel, primary screen, Fluo4 calcium, HEK293 TRPC4beta/mu-opioid cells | Fluo4 calcium fluorescence; active compounds read high | B-score at 10 µM | actives 0.49% (n = 310,000);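 active means B-score above 5 SD of library B-scores, and initial fluorescence ratio not above library mean plus 5 SD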;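 further: positive B-score marks a calcium rise read as TRPC4 activation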
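Assay system: HEK293 stable line with TRPC4beta plus mu-opioid receptor; schedule: 45 min room-temperature Fluo4 loading, 110 s read; technique: kinetic Fluo4 calcium fluorescence; evaluation: integrated baseline-normalised fluorescence ratio, converted to per-well B score; controls: buffer (low) and maximal DAMGO (high)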
KCNQ1 pot = potentiators or activators of KCNQ1 channel, primary screen, cell-based, thallium flux, high-throughput. CHO-K1 KCNQ1, thallium flux FluxOR fluorescence; active compounds read high. B-score at 10 µM. actives 0.35% (n = 310,000). AID 2648, 2010;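 active means fluorescence ratio B-score, a plate-corrected score, at least three library SD, with initial intensity B-score within 5 SD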
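Assay system: stable KCNQ1 CHO-K1 line; medium: assay buffer, equal DMSO in all wells; timing: 90 min dye loading and 20 min compound exposure, both at room temperature; technique: kinetic FluxOR thallium fluorescence, 10-s 1-Hz baseline, 110-s post-stimulus read; read-out basis: B score of baseline-normalized fluorescence ratio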
KCNK3 block = human KCNK3 channel inhibitors, primary screen, CHO cells, FluxOR thallium flux, B-score | Potassium channel subfamily K member 3 (Homo sapiens), O14649 | FluxOR fluorescence; active compounds read low | B-score at 10 µM | actives 0.84% (n = 340,000) | AID 602410, 2012;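 active means B-score under library mean minus 4 SD, starting fluorescence ratio at most library mean plus 5 SD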;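 further: more negative B-score means stronger inhibition of thallium flux through KCNK3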
Target sequence (O14649 whole entry, looked up): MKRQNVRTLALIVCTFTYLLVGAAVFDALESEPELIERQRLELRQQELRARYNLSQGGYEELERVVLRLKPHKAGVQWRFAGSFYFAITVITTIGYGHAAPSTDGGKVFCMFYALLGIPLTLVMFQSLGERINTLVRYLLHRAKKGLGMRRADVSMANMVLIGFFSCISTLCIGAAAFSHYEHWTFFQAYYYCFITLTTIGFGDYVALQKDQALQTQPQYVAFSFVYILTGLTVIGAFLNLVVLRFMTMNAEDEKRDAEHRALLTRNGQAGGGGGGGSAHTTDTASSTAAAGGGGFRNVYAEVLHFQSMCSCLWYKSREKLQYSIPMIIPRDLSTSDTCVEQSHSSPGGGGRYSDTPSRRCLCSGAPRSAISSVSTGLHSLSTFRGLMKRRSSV
HDAC3 inhib = HDAC3 deacetylase inhibitors, primary screen, biochemical, fluorescence, cell-free homogeneous; recombinant HDAC3, fluorogenic peptide/trypsin coupled; Histone deacetylase 3 (Homo sapiens), O15379; AID 2718, 2010; inhibition, % at 8.3 µM; actives 0.15% (n = 320,000); in the data active means inhibition above about 26%, passing the limit was not always enough
Target sequence (O15379 whole entry, looked up): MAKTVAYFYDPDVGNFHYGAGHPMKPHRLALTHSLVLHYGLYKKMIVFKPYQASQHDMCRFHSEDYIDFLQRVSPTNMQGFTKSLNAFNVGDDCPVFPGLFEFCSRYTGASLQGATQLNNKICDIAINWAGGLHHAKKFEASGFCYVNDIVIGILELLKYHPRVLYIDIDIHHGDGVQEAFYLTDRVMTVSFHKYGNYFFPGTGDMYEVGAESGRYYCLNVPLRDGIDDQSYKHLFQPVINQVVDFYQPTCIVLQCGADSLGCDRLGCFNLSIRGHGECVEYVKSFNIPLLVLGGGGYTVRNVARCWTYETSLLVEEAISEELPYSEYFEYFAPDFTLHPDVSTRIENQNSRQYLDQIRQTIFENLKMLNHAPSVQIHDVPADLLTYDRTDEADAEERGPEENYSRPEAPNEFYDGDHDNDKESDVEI
KCNK9 inh = KCNK9 potassium channel inhibitors, primary screen, HEK293 cells, thallium flux; Potassium channel subfamily K member 9 (Homo sapiens), Q9NPC2; FluxOR thallium flux fluorescence; active compounds read low; B-score at 10 µM; actives 1.2% (n = 310,000); AID 488922, 2010;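 active means ratio B-score over 3 SD below the library mean, with starting fluorescence within 5 SD of its mean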;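 further: negative B-score means less thallium flux so channel inhibition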
hERG protect = hERG rescue from dofetilide block, primary screen, cell-based, CHO-hERG, FluxOR thallium flux, dofetilide IC70 | AID 1511, 2009 | Voltage-gated inwardly rectifying potassium channel KCNH2 (Homo sapiens), Q12809 | activation (rescue from dofetilide block), less the hit threshold, % at 10 µM | actives 0.51% (n = 310,000) | dofetilide IC70 present;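 active means activation above the mean of controls blocked by dofetilide plus 5 SD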;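 further: thallium influx through hERG after potassium depolarization seen as dye fluorescence rise; in these data hits start at about 4.7%; inactives centre near -7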
KCNQ1 block = inhibitors of human KCNQ1 channel, primary screen, cell-based, thallium flux, high-throughput; Potassium voltage-gated channel subfamily KQT member 1 (Homo sapiens), P51787; actives 1.3% (n = 310,000); B-score at 10 µM; CHO-K1 KCNQ1, FluxOR thallium flux fluorescence; active compounds read high;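 active means compounds whose thallium flux B-score, printed positive for inhibition, exceeds three library SD while starting fluorescence stays within three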;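 further: channel opened by potassium depolarization with thallium stimulus after 20 min compound exposure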
TRPC4 PAM = positive allosteric modulators of TRPC4, primary screen, cell-based, mouse TRPC4beta, HEK293 mu-opioid, Fluo-4 calcium; DAMGO EC20, Fluo-4 Ca2+ flux; active compounds read high; B-score at 10 µM; AID 2227, 2009; actives 0.42% (n = 310,000); Short transient receptor potential channel 4 (Mus musculus), Q9QUQ5;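 active means B-score of calcium response area above 5 SD of library B-scores, with initial fluorescence ratio within 5 SD of library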;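 further: B-score of integrated fluorescence ratio over time as area under calcium response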
Dyrk1A ADPGlo = rat Dyrk1A kinase inhibitors, primary screen, biochemical, single point, plate reader. inhibition, % at 12.5 µM. Dual specificity tyrosine-phosphorylation-regulated kinase 1A (Rattus norvegicus), Q63470. actives 0.43% (n = 310,000). AID 504441, 2011. ADP-Glo luminescence, NFATc1 peptide; in the data active means inhibition above about 50%;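 further: plate controls were vehicle with enzyme for no effect and no enzyme for full effect; many of its hits are not listed in these tables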
ANO1 activ = TMEM16A chloride channel activators or potentiators, primary screen, cell-based, HTS. Anoctamin-1 (Mus musculus), Q8BHY3. HEK293 TMEM16A/YFP-H148Q/I152L, iodide quench fluorescence; active compounds read low. B-score at 10 µM. actives 0.3% (n = 340,000);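 active means fluorescence-ratio B-score plate-corrected deviation score at least 3 library SD below zero, with starting fluorescence score within 5 deviations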;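 further: channel opened by trigger with iodide after compound preincubation; score built on the fluorescence ratio of max minus min over baseline; more negative score means more quench and so TMEM16A activation or potentiation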
* hit, by the source's call; i = inactive; x = not tested or not shown.

SMILES	ANO1 block	TRPC4 act	KCNQ1 pot	KCNK3 block	HDAC3 inhib	KCNK9 inh	hERG protect	KCNQ1 block	TRPC4 PAM	Dyrk1A ADPGlo	ANO1 activ
O=C(NCc1nc(-c2ccccc2)no1)c1cccs1	i	i	i	i	3	i	3	i	i	5	i
CN1CCN(NS(=O)(=O)c2ccc(Cl)cc2)CC1	i	i	i	i	-6	i	-1	i	i	-2	i
COC(=O)C1=CN(c2ccc(F)cc2)C=C(C(=O)OC)C1c1ccc(O)cc1	i	i	i	i	-2	i	0	i	i	-3	i
CCN(CC(=O)Nc1cc(C)nn1-c1nc(C)cc(C)n1)Cc1ccccc1	i	i	i	i	4	i	-16	i	i	0	i
Cc1cccc(C(C)C)c1NC(=O)c1cccnc1	i	i	i	i	-7	i	-5	i	i	-6	i
COc1cccc(CNc2ccc([N+](=O)[O-])c(NCC(=O)O)n2)c1	i	i	i	i	5	i	-13	i	i	0	i
Cc1noc(C)c1S(=O)(=O)N1CCCC(C(=O)NCCc2ccc(Cl)cc2)C1 (configuration not stated)	i	i	i	i	-6	i	-1	i	i	2	i
CNc1nc(N)c([N+](=O)[O-])c(NC2CCCCC2)n1	i	i	i	i	3	i	-1	i	i	-1	i
Cc1cccc(C)c1OCc1nnc(SCC(=O)NCCc2ccccc2)o1	i	i	i	i	2	i	-12	i	i	-4	i
Cc1ccccc1N(CC(=O)NCC1CCCO1)C(=O)CCC(=O)Nc1nccs1 (configuration not stated)	i	i	i	i	0	i	-3	i	i	-1	i
O=c1cc(CN2CCN(Cc3ccccc3)CC2)c2cc(O)ccc2o1	i	i	i	i	0	i	-3	i	i	27	i
COc1ccc(N(CC(=O)N2CCc3ccccc3C2)S(C)(=O)=O)cc1	i	i	i	i	3	i	-4	i	i	5	i
O=c1oc(-c2ccc(Cl)c(Cl)c2)nn1-c1ccc(C(F)(F)F)cn1	i	i	i	i	2	i	-5	i	i	x	i
COc1ccccc1NC(=O)CSc1nnc(CNC(=O)COc2ccc(Cl)cc2)o1	i	i	i	i	-1	i	-7	i	i	3	i
CCOC(=O)C1=C(c2ccccc2)O/C(=C(/C#N)C(F)(F)F)S1	i	i	i	x	-6	i	-7	i	i	x	x
CCC(C)(C)NC(=O)CN(C(=O)c1snc(C(N)=O)c1N)c1ccc(OC)c(OC)c1	i	x	x	i	-1	x	x	x	x	-5	i
O=C(O)c1cc(S(=O)(=O)N(Cc2ccccc2)c2ccccc2)ccc1Cl	i	i	i	i	-5	i	-2	i	i	-6	i
Cc1ccc(C(=O)CSc2nnc(-c3ccccc3)o2)cc1	i	i	i	i	0	i	-5	i	i	-4	i
COC(=O)c1sccc1NC(=O)CC1C(=O)NCCN1C(=O)Nc1cc(Cl)ccc1OC (configuration not stated)	i	i	i	-10*	1	i	-8	i	i	x	i
COc1ccc(NCC(=O)Nc2ccccc2C#N)cc1Cl	i	i	i	i	-1	i	-8	i	i	5	i
CC(C)c1nnc(SCC(=O)NCc2ccc3c(c2)OCO3)n1C	i	i	i	i	-3	i	-11	i	i	3	i
Cc1cc(N2CCOCC2)c(F)cc1C(=O)c1ccccc1	i	i	i	i	2	i	-14	i	i	-3	i
O=C(CN1CCCCCC1)Nc1ccc(S(=O)(=O)N2CCOCC2)cc1	i	i	i	i	4	i	-5	i	i	x	i
COc1ccc2c(C)c(C(=O)N3CCN(Cc4ccccc4)CC3)oc2c1	i	i	i	i	-1	i	-8	i	i	18	i
CCCc1c(O)c2ccccc2n(-c2ccccc2)c1=O	i	i	i	i	-8	i	-7	i	i	-1	i
CCOc1ccc(N2CC(C(=O)NC3CCCC3)CC2=O)cc1 (configuration not stated)	i	i	i	i	-3	i	-7	i	i	-5	i
COc1ccc(NC(=O)CCC(=O)Nc2ccc3nc(N4CCOCC4)cc(C)c3c2)c(OC)c1	i	i	i	i	1	i	-7	i	i	-5	i
O=C(OCCN1C(=O)c2ccccc2C1=O)c1ccccc1	i	i	i	i	-2	i	-7	i	i	3	i
C=CCn1ncc(OC)c(Cl)c1=O	i	i	i	i	-3	i	-9	i	i	0	i
O=C(O)c1ccc(S(=O)(=O)NCC2CCCCC2)cc1	i	i	i	i	3	i	-6	i	i	-2	i
COc1ccc(CN2CCNC(=O)C2CC(=O)N(C)Cc2ccon2)cc1OC (configuration not stated)	i	i	i	i	0	i	-4	i	i	6	i
CCCCc1ccc(NC(=O)c2cnccn2)cc1	i	i	i	i	3	i	-13	i	i	x	i
CCOC(=O)N1CCN(C(=O)C2CCCN(c3ncnc4c3nc3n4CCCCC3)C2)CC1 (configuration not stated)	i	i	i	i	2	i	-7	i	i	-3	i
COc1cc(Br)c(/C=C/c2ccc3cccc(O)c3n2)cc1OC	i	i	i	i	2	i	-5	i	i	9	i
Cc1cc2c(cc1C)CSC(c1ccccc1O)SC2	i	i	i	i	-3	i	-14	i	i	4	i
O=[N+]([O-])c1cccc2cn[nH]c12	i	i	i	i	0	i	-6	i	i	9	i
Cc1cc(/C=N/NC(=O)c2cccc(N(C)C)c2)c(C)n1-c1cc(C(=O)O)cc(C(=O)O)c1	x	i	i	i	x	i	-9	i	i	0	i
COc1cc(C(=O)OCC(=O)Nc2ccc(C(C)=O)cc2)ccc1OCC(=O)N1CCOCC1	i	i	i	i	17	i	-6	i	i	0	i
CCOC(=O)c1c(C)oc2ccc(OCC(N)=O)cc12	i	i	i	i	0	i	-2	i	i	-1	i
O=C(COc1cc2oc(=O)c3c(c2cc1Cl)CCC3)N1C[C@H]2C[C@@H](C1)c1cccc(=O)n1C2	i	i	i	i	-3	i	-7	i	i	4	i
CCOc1ncccc1C(=O)Nc1c(C)n(C)n(-c2ccccc2)c1=O	i	i	i	i	-7	i	-1	i	i	-8	i
OCCNc1nc(Cl)nc(NCc2ccco2)n1	i	i	i	i	-9	i	-9	i	i	-8	i
O=C(Nc1ccccn1)c1cccc(S(=O)(=O)N2CCc3ccccc3C2)c1	i	i	i	i	x	i	-10	i	i	2	i
COc1cc(/C=C2\SC(=S)N(CCC(=O)Nc3ccccc3O)C2=O)cc(OC)c1OC	i	i	i	i	-5	i	-7	i	i	x	i
COc1cc2c(cc1OC)C(c1cccc(Br)c1)NC(=O)C2 (configuration not stated)	i	i	i	i	0	i	-4	i	i	5	i
CCC(C(=O)NCCN1CCOCC1)n1c2ccccc2c2nc(=O)cc(C)n21 (configuration not stated)	i	i	i	i	0	i	-3	i	i	3	i
O=C(c1ccc(-c2ccccc2)cc1)C1CCCN(C(=O)Cn2cncn2)C1 (configuration not stated)	i	i	i	i	1	i	-5	i	i	4	i
COc1ccc(S(=O)(=O)N2CCc3ccccc32)cc1C(=O)N(CC(C)C)C1CCS(=O)(=O)C1 (configuration not stated)	i	i	i	i	-5	i	-7	i	i	4	i
CC1=NN(C(N)=S)C(=O)C1N=Nc1c(C)n(C)n(-c2ccccc2)c1=O (configuration not stated)	i	i	i	i	7	i	-1	i	i	4	i
Cn1nc(C(F)(F)F)c(C(=O)Nc2ccc(F)cc2)c1Cl	i	i	i	i	-4	i	-3	i	i	4	i
CCNC(=O)COC(=O)COc1ccc(Cl)cc1C	i	i	i	i	12	i	-8	i	i	3	i
COc1cccc(Nc2nc3ccccc3nc2NS(=O)(=O)c2cccs2)c1	i	i	i	i	4	i	-8	i	i	1	i
COc1cc(-c2noc(C)c2C#CC2(O)CCCCC2)cc(OC)c1OC	i	i	i	i	3	i	-20	i	i	-12	i
CC(=O)c1ccc(OCCn2cnc3ccccc32)cc1	i	i	i	i	1	i	-5	i	i	7	i
COCCN1CC(O)=C(c2nc3ccccc3c(=O)[nH]2)C1=N	i	i	i	i	4	i	-11	i	i	-6	i
CCC1(c2ccc(F)cc2)NC(=O)NC1=O (configuration not stated)	i	i	i	i	-2	i	-7	i	i	-5	i
COc1ccc(C(=O)NC2CC2)cc1OC1CCN(Cc2cc(C)cc(C)c2)CC1	i	i	i	i	-4	i	-11	i	i	x	i
CCN(CC)C(=O)C1CCCN(C/C=C/c2ccccc2)C1 (configuration not stated)	i	i	i	i	1	i	-9	i	i	-4	i
CC1CCN(S(=O)(=O)c2cn(CC(=O)N3CCN(c4cccc(C(F)(F)F)c4)CC3)cn2)CC1	i	i	i	i	x	i	-10	i	i	6	i
COc1cc(CNCCNCC(C)O)ccc1OCc1ccc(Cl)nc1 (configuration not stated)	i	i	i	i	-4	i	-8	i	i	0	i

Following part
SMILES	ANO1 block	TRPC4 act	KCNQ1 pot	KCNK3 block	HDAC3 inhib	KCNK9 inh	hERG protect	KCNQ1 block	TRPC4 PAM	Dyrk1A ADPGlo	ANO1 activ
CCn1nc(C(=O)Nc2nc3ccc(C)cc3s2)c2ccccc2c1=O	i	i	i	i	-1	i	-3	i	i	0	i
CN(CCO)c1nc(N)c2c(N)nc3c(c2c1C#N)CC(=O)N3Cc1cccs1	i	i	i	i	x	i	-10	i	i	5	i
COc1ccccc1NC(=S)NC(=O)c1ccc(Cn2cc(Br)cn2)cc1	i	i	i	i	-3	i	-9	i	i	-4	i
COC(=O)CN1C(=O)[C@H]2[C@@H](c3ccc(C)o3)N3C(=O)CN(Cc4ccccn4)C(=O)[C@@]3(C)[C@H]2C1=O	i	i	i	i	0	i	-2	i	i	10	i
Cc1ccc(NS(=O)(=O)c2cc(C(=O)NCc3ccncc3)ccc2C)cc1	i	i	i	i	1	i	-10	i	i	8	i
CC1(OC(=O)c2cccs2)C(=O)C=C2C=C(c3ccc(C#N)cc3)OC=C2C1=O (configuration not stated)	i	i	i	x	-12	i	3	i	i	x	x

This is a subset. The share of hits here may be higher or lower than overall.
